# Source: PubChem
# GRK2 inh: compounds blocking aptamer binding on GRK2 – biochemical, human GRK2, bead flow cytometry, HTS, primary screen; Beta-adrenergic receptor kinase 1 (Homo sapiens), P25098; FAM-aptamer displacement from GRK2; inhibition of aptamer binding, % at 10 µM; 0.59% of 330,000 active; AID 488847, 2010;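 active = inhibition of aptamer binding above 40%, roughly 3 SD of noise, on plates passing a quality check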;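 also: median bead fluorescence of bound FAM aptamer so fluorescent compounds give negative values; no value below 0 was filed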
# CIT2 TOR yeast: modulators of CIT2-GFP expression in yeast, primary screen, S. cerevisiae, GFP fusion, multiplex flow cytometry, MLPCN library; S. cerevisiae CIT2-GFP strain, 3 h; 100 means same as DMSO wells; GFP response vs DMSO, % at 10 µM; 0.065% of 320,000 active; AID 2029, 2009;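 active = GFP response relative to DMSO above a set limit, near the screen mean plus 3 SD, cut at about 150% in these data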;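 also: ratio of well median GFP fluorescence to mean of DMSO wells on the plate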
# LAP4-GFP MLPCN: modulators of LAP4-GFP expression in yeast, primary screen, S. cerevisiae, multiplex flow cytometry, MLPCN library; 3 h; median GFP as percent of DMSO wells; GFP response vs DMSO, % at 10 µM; 0.34% of 320,000 active; AID 2023, 2009;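 active = GFP response vs DMSO above a set limit, about the screen mean plus 3 SD, cut at about 150% in these data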
# MEP2 TOR yeast: modulators of MEP2-GFP levels in yeast, primary screen, S. cerevisiae, multiplex flow cytometry, MLPCN library; S. cerevisiae MEP2-GFP strain, 3 h; 100% = DMSO control level; AID 2016, 2009; 0.51% of 330,000 active; GFP response vs DMSO, % at 10 µM;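 active = GFP response versus DMSO above a set limit, roughly screen mean plus 3 SD, cut at about 180% in these data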;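 also: median GFP fluorescence of the barcode-gated MEP2-GFP cells per well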
# AGP1-GFP MLPCN: modulators of AGP1-GFP expression in yeast TOR pathway, primary screen, cell-based, multiplex flow cytometry, S. cerevisiae, MLPCN library; 3 h; GFP as percent of DMSO wells; GFP response vs DMSO, % at 10 µM; 0.02% of 320,000 active;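 active = GFP response relative to DMSO above a set limit, near screen average plus 3 SD, cut at about 150% in these data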;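 also: median GFP channel fluorescence of the gated AGP1 strain per well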
# GASC-1 inh: inhibitors of GASC-1 histone demethylase, primary screen, biochemical, fluorescence, DELFIA europium; GST-JMJD2C(1-420) H3K9me3 demethylation; inhibition, % at 2.35 µM; 0.069% of 330,000 active;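 active = more than half of a compound's replicate wells show inhibition beyond 50%, single wells judged on their own value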;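 also: signal counts dimethyl H3K9 product captured on neutravidin plate; 0% = median of DMSO wells and 100% = 0.3 times that DMSO median; strong numbers were not always called active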
# VLA-4 inh: inhibition in human VLA-4 binding assay, primary screen, VLA-4 allosteric modulator project, MLPCN library, flow cytometry, VLA-4 expressing cells. 0.2% of 330,000 active. ligand binding flow cytometry. inhibition, % (about 7 µM as worked out from the volumes in the protocol). Integrin alpha-4 (Homo sapiens), P13612; in the data active = inhibition above about 50%
# Target sequence (P13612 whole entry, looked up): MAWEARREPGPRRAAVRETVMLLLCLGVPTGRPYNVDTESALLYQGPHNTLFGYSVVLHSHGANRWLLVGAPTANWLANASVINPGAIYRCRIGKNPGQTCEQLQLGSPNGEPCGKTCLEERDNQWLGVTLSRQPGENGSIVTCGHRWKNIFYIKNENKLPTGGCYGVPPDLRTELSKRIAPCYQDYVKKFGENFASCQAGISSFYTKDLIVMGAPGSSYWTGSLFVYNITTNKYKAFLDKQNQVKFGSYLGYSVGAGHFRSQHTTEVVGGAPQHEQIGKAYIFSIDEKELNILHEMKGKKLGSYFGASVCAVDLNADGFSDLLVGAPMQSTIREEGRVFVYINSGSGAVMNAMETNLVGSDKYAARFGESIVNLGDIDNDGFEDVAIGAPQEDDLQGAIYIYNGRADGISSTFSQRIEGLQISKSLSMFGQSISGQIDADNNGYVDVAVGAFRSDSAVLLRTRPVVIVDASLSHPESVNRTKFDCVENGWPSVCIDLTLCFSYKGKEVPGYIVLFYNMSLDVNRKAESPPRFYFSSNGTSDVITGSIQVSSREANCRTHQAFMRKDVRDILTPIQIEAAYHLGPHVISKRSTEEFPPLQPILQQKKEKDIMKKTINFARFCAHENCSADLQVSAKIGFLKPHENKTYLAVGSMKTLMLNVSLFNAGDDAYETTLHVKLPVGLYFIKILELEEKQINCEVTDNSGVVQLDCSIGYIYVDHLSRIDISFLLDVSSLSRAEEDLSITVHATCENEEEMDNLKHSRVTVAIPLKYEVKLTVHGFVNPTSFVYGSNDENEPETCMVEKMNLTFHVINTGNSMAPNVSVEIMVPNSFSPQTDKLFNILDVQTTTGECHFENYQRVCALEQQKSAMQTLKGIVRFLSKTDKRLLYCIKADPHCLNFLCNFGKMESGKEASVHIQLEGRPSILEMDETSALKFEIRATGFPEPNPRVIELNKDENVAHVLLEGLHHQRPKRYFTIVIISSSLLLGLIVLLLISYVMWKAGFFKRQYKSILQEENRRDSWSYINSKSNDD
# RPL19A-GFP yeast: RPL19A-GFP expression modulators in yeast, primary screen, cell-based, S. cerevisiae, multiplex flow cytometry, MLPCN; S. cerevisiae RPL19A-GFP strain, 3 h; hits give low values; percent response vs DMSO, % at 10 µM; 0.3% of 330,000 active; AID 2025, 2009;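 active = percent response vs DMSO below 50%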;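 also: median channel GFP fluorescence of the barcoded RPL19A-GFP strain; ratio of sample median GFP to plate DMSO average so 100% = DMSO; lower means less RPL19A-GFP as with rapamycin TOR inhibition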
# Numbers without * were called inactive; . = not tested or not shown; & = joins results of further samples.
no.	structure	GASC-1 inh	VLA-4 inh	RPL19A-GFP yeast	MEP2 TOR yeast
1	CCCNC(=O)CS(=O)Cc1nc(-c2cccc(OC)c2)oc1C (stereo not drawn)	3	-10	100	101
2	CCCCOc1ccc(C(=O)OCC(=O)N2CCCCCC2)cc1	4	10	98	104
3	O=C(c1cc2c(=O)oc3ccccc3c2s1)N1CCOCC1	-2	6	78	71
4	CC(C)=Cc1c(O)nc2ccccn2c1=O	7	10	96	101
5	Cc1ccc(N2CC(C(=O)OCc3nc(N)nc(Nc4ccccc4C)n3)CC2=O)cc1 (stereo not drawn)	1	1	99	100
6	CCN(CC)S(=O)(=O)c1ccc(N2CCOCC2)c(NS(=O)(=O)c2ccc(OC)cc2)c1	0	-1	96	100
7	O=C(Nc1ccccc1C(=O)Nc1ccccn1)c1cccc([N+](=O)[O-])c1	20	-6	103	96
8	Cc1cc(C)cc(NC(=O)CN2CCC(C(=O)c3ccccc3)CC2)c1	5	10	103	106

no.	CIT2 TOR yeast	LAP4-GFP MLPCN	AGP1-GFP MLPCN	GRK2 inh
1	95	116	101	0
2	102	103	101	0
3	80	79	80	3
4	101	114	100	4
5	93	108	105	3
6	107	102	108	0
7	94	85	94	2
8	103	97	102	3

# Sorted by the number under GRK2 inh (high to low): three of the compounds above.
no.	structure	GASC-1 inh	VLA-4 inh	RPL19A-GFP yeast	MEP2 TOR yeast
8	Cc1cc(C)cc(NC(=O)CN2CCC(C(=O)c3ccccc3)CC2)c1	5	10	103	106
7	O=C(Nc1ccccc1C(=O)Nc1ccccn1)c1cccc([N+](=O)[O-])c1	20	-6	103	96
2	CCCCOc1ccc(C(=O)OCC(=O)N2CCCCCC2)cc1	4	10	98	104

no.	CIT2 TOR yeast	LAP4-GFP MLPCN	AGP1-GFP MLPCN	GRK2 inh
8	103	97	102	3
7	94	85	94	2
2	102	103	101	0

# Back to the main list with the 3 entries that preceded the break.
no.	structure	GASC-1 inh	VLA-4 inh	RPL19A-GFP yeast	MEP2 TOR yeast
6	CCN(CC)S(=O)(=O)c1ccc(N2CCOCC2)c(NS(=O)(=O)c2ccc(OC)cc2)c1	0	-1	96	100
7	O=C(Nc1ccccc1C(=O)Nc1ccccn1)c1cccc([N+](=O)[O-])c1	20	-6	103	96
8	Cc1cc(C)cc(NC(=O)CN2CCC(C(=O)c3ccccc3)CC2)c1	5	10	103	106
9	CCN(CC)CCOC(=O)/C=C/c1ccccc1OC	9	10	102	103
10	CCOC(=O)c1nn(-c2ccccc2C)c2nc(-c3ccc(C)cc3)c(C#N)c(=O)n12	-12	-2	93	104
11	N#CC1=C(N)N(c2ccc(Br)cc2)C2=C(C(=O)CCC2)C1c1cccnc1 (stereo not drawn)	-4	6	102	101
12	COc1cccc(Nc2c(F)c(F)c(F)c(F)c2C(=O)O)c1	-27	11	103	110
13	O=C(NC1CCCCC1)C(c1ccc(F)cc1)N(CCN1CCOCC1)C(=O)c1ccc(-c2ccccc2)[nH]1 (stereo not drawn)	26	-10	99	104
14	O=C(O)c1ccccc1C(=O)c1ccc(N2CCCC2)c([N+](=O)[O-])c1	-6	6	96	94
15	Cc1cccc(NC(=O)Nc2ccccc2)n1	4	-6	94	98
16	CCOCCc1nn2c(=O)cc(CSCC(=O)Nc3cc(C)cc(C)c3)nc2s1	10	9	96	98

no.	CIT2 TOR yeast	LAP4-GFP MLPCN	AGP1-GFP MLPCN	GRK2 inh
6	107	102	108	0
7	94	85	94	2
8	103	97	102	3
9	104	103	102	0
10	99	102	94	5
11	100	99	105	0
12	115	104	112	0
13	114	97	101	1
14	89	102	95	1
15	100	129	99	0
16	96	98	99	0

# Next section:
no.	structure	GASC-1 inh	VLA-4 inh	RPL19A-GFP yeast	MEP2 TOR yeast
17	N#CCCn1cc(/C=N/O)c(-c2ccc(Cl)cc2)n1	-23	8	107	111
18	Cc1cc(CN(C)C(=O)c2ccc(OC3CCN(CCc4ccccc4)CC3)cc2)on1	-6	-4	107	92
19	Cc1nn(Cc2c(F)cccc2Cl)c(C)c1[N+](=O)[O-]	6	5	88	94
20	Cc1cc(=O)n2nc(N3CCC(C(=O)NCc4cccc(Cl)c4)CC3)sc2n1	4	9	104	113
21	COc1cccc(OCCCn2ccnc2)c1	3	14	104	108
22	c1ccc(Cn2nnc3c(N4CCC5(CC4)OCCO5)ncnc32)cc1	-1	9	99	107
23	Cc1ccccc1CSCC(=O)Nc1ccccc1-c1ccccc1	4	-20	103	100
24	COC(=O)C1=C(C)N=C2SCCC(=O)N2C1/C=C/c1ccccc1 (stereo not drawn)	-12	3	103	102
25	CCc1cc2ccc(C)cc2nc1SCC(=O)N1CCN(C(=O)c2ccco2)CC1	0&11	5	93	102
26	COC(=O)C1=C(NC(=O)c2ccccc2[N+](=O)[O-])CCS1	-5	11	102	113
27	C=CCn1c(-c2cccc(S(=O)(=O)N(CC)CC)c2)n[nH]c1=S	11	-14	98	103

no.	CIT2 TOR yeast	LAP4-GFP MLPCN	AGP1-GFP MLPCN	GRK2 inh
17	100	105	99	2
18	107	99	106	0
19	88	104	.	0
20	111	108	105	1
21	100	101	103	1
22	89	102	96	0
23	100	91	101	10
24	108	100	107	1
25	89	115	91	3
26	102	104	105	7
27	102	116	113	6

# Profiles, quoted from the list:
# O=C(Nc1ccccc1C(=O)Nc1ccccn1)c1cccc([N+](=O)[O-])c1 is entered as GASC-1 inh = 20; VLA-4 inh = -6; RPL19A-GFP yeast = 103; MEP2 TOR yeast = 96; CIT2 TOR yeast = 94; LAP4-GFP MLPCN = 85; AGP1-GFP MLPCN = 94; GRK2 inh = 2
# CCCNC(=O)CS(=O)Cc1nc(-c2cccc(OC)c2)oc1C (stereo not drawn) is entered as GASC-1 inh = 3; VLA-4 inh = -10; RPL19A-GFP yeast = 100; MEP2 TOR yeast = 101; CIT2 TOR yeast = 95; LAP4-GFP MLPCN = 116; AGP1-GFP MLPCN = 101; GRK2 inh = 0

# Not a hit list; overall some 1.7% were active at least once.
